MBNL1-CUG inh: MBNL1-poly(CUG) RNA binding inhibition; TR-FRET MBNL1-His/biotin-(CUG)12 binding, 665/545 ratio; Potency, µM (top dose mostly 57.5 µM), without a hit: at the highest dose activity change, negative = inhibition, actives largely listed as inhibitors; 0.036% of 280,000 active; AID 2675; active = well fitted inhibition curve with a large enough effect in the signal ratio, with a control signal flat, not every such curve was filed as active; inconclusive = small, poorly fitted or top-dose-only effect, or effect the other way, or a change in a side signal; inactive = no such curve, though single readings can be large or run the other way; the % refers to the signal ratio; note: potency is the fitted concentration of half-maximal effect; % is set by controls: 0 for no effect and ±100 for the full control effect
Target sequence (Q9NR56 whole entry, looked up): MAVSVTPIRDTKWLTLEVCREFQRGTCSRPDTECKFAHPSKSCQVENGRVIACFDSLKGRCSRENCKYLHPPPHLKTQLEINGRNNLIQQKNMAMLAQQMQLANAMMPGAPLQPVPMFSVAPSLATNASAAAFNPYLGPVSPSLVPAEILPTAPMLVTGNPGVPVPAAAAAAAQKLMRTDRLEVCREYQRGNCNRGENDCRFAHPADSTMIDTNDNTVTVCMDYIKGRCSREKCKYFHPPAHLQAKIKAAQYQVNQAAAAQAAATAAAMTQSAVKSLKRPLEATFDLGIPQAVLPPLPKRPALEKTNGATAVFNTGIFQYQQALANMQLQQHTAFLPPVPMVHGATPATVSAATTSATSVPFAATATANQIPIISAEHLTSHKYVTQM
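Compound titration spanned 92 nM–58 uM against the MBNL1-His/biotin-(CUG)12 complex. After 60 min at room temperature with 5 nM streptavidin-XL665 and 0.055 ng/ul terbium anti-His, ratiometric 665/545 nm emission (Ex 340 nm) normalized to controls.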
KCNH2 3.1 block: KCNH2 3.1 (human) potassium channel inhibition; U2OS KCNH2 3.1, thallium flux FluxOr; active compounds read low; activity change, % (tested at about 1.8 µM); 0.95% of 340,000 active;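 active = maximum activity change below -70%; inconclusive = maximum activity change from -70% to -50%; inactive = maximum activity change above -50%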;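 note: thallium influx rate constant from kinetic fluorescence after stimulation buffer; % is set by controls: 0 for no effect and ±100 for the full control effect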
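We transduce U2OS cells with the mutant 3.1 virus, culture them overnight, load FluxOr with Red40 quencher for 45 min, then add stimulation buffer and read kinetically for 2 min to derive a normalized rate constant.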
TRPV1 ag: activates the human vanilloid receptor TRPV1 | TRPV1-expressing cells, Fluo-8 calcium influx, agonist mode | activation, % at 8.33 µM | 0.19% of 320,000 active; in the data active = activation above about 80%; inconclusive = between about 30% and that limit; note: 0% is about no effect
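Fluo-8 calcium influx in TRPV1-expressing cells, kinetic read (ex 480/em 520 nm). Compound added and read 3 min for agonist activity, followed by capsaicin at EC20 final and 2 min further read for enhancement.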
KCNH2 WT inh: blocks the wildtype human KCNH2 potassium channel; Q12809; U2OS, BacMam KCNH2, thallium flux FluxOr; active compounds read low; activity change, % at 1.84 µM; 0.37% of 340,000 active;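 active = maximum activity change below -70%; inconclusive = maximum activity change between -70% and -50%; inactive = maximum activity change above -50%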; note: % is set by controls: 0 for no effect and ±100 for the full control effect
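U2OS cells were transduced with wild-type KCNH2 virus (2.03 x 10^8 / mL) for 4 h at room temperature, then cultured overnight at 37 C. Thallium flux was read with FluxOr dye. Rate constants were normalized to DMSO controls.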
a7 integrin act: activators of alpha7 integrin expression for muscular dystrophy; 0.064% of 350,000 active; alpha7betagal myoblasts, beta-gal FDG fluorescence, 48 h; AID 624291; Potency, µM (doses to about 38.3 µM), without a hit: top-dose activation, usual class: activators;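 note: potency is the fitted concentration of half-maximal effect; 100% = response of the positive control SU9516; nearly all actives have a fitted effect of over 60% in size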
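alpha7betagal+/- myoblasts (passage 13, 250/well) treated 48 h at 37C with compounds at 1:260 dilution of DMSO stock. Lysed, then beta-galactosidase activity read as FDG fluorescence (ex 480/em 540) after 30 min, with pre-read for autofluorescence.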
MLL CXXC-DNA inh: blocks binding of human MLL CXXC domain to DNA. Q03164. MLL-CXXC / FITC-HOXA9 DNA fluorescence polarization. Potency, µM (doses to about 115 µM), for the others: at the highest dose activity change, negative = inhibition, hits mostly inhibitors. 0.037% of 290,000 active. AID 2662; active = well fitted inhibition curve with a large enough effect in the polarisation, with a control signal flat, not every such curve was filed as active; inconclusive = small, poorly fitted or top-dose-only effect, or effect the other way, or a change in a side signal; inactive = no such curve, though single readings can be large or run the other way; the % refers to the polarisation; note: potency is the fitted concentration of half-maximal effect
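Fluorescence polarization: 7 uM MLL-CXXC (stock) preincubated 5 min with compounds, then 50 nM fluorescein-HOX-A9 DNA (stock) added; 30 min ambient. Buffer 50 mM Tris-HCl pH 7.5, 50 mM NaCl, 1 mM DTT, 0.05% BSA.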
AT treatment: candidate therapy for ataxia-telangiectasia. […] A-T fibroblasts, KAP-1 phosphorylation AlphaLISA; neocarzinostatin DNA damage 30 min before lysis. Potency, µM (titrated, usually from 57.5 µM), for the others: at the top dose activation, hits mostly activators. 0.19% of 320,000 active. AID 485349; note: potency is the fitted concentration of half-maximal effect; % of control where 0% means no effect; nearly all actives have a fitted effect of over 45% in size
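ATM-like activity read as KAP-1 phosphorylation via AlphaLISA donor/acceptor antibody pairs after lysis and 6 hr at 25C. Cells were ATM-null patient fibroblasts ([…], hTERT), dosed 60 min, then exposed to the DSB inducer NCS for 30 min.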
Coupling enz: inhibits coupling enzyme system, counter-screen for aldolase hits; activity change, negative = inhibition, % at 58.2 µM, hits read low; 0.67% of 290,000 active; AID 2472; coupling enzyme system counterscreen, AmpLite Red fluorescence; in the data active = activity change below about -30%; note: % is set by controls: 0 for no effect and ±100 for the full control effect
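Fluorescence at 525 nm excitation and 598 nm emission measured inhibition of the coupled detection system without aldolase. Compounds (at 57.5 uM final) were preincubated 10 min at room temperature with coupling enzyme reagent before a 20 min substrate/AmpLite Red step.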
ASM inhibitor: blocks human secretory acid sphingomyelinase; Potency, µM (highest dose often 57.5 µM), inactives show at the highest dose activity change, negative = inhibition, most hits filed as inhibitors; P17405; 0.006% of 340,000 active; placental ASM, HMU-PC fluorogenic substrate, 60 min; note: potency is the fitted concentration of half-maximal effect
Target sequence (P17405 47-631 limits assumed): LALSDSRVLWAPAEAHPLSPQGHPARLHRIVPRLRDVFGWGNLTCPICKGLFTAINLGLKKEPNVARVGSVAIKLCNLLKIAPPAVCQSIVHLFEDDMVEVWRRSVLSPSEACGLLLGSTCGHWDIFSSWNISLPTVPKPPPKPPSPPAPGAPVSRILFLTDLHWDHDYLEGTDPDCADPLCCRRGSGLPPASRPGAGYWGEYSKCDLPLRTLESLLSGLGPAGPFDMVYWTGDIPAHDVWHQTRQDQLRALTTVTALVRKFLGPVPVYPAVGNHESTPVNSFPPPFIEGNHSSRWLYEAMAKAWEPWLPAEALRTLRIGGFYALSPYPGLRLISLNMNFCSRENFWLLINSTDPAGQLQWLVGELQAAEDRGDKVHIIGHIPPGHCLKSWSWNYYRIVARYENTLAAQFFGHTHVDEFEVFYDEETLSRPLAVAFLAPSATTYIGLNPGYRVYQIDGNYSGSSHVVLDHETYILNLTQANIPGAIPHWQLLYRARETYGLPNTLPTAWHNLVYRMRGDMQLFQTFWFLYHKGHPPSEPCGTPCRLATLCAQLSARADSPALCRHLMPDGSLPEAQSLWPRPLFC
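Human placenta-derived ASM preincubated with compound 10 min at room temperature, then reacted with 9 uM (final) fluorogenic HMU-PC substrate for 60 min at 37 C. Stop solution raises pH to 10; fluorescence read at Ex 386/Em 447 nm.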
GALK inh: galactokinase (human) inhibition; P51570; 0.007% of 270,000 active; AID 1868; Potency, µM (series often up to 57.5 µM), for inactives: top-dose activity change, negative = inhibition, most hits filed as inhibitors; Purified GALK, Kinase-Glo residual ATP luminescence; note: potency is the fitted concentration of half-maximal effect; % is set by controls: 0 for no effect and ±100 for the full control effect
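5 nM enzyme, 35 uM ATP, 100 uM galactose, 20 mM HEPES pH8.0, 5 mM MgCl2; 1 h RT; residual ATP by Kinase-Glo Plus luminescence, qHTS format.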
The depositor's hits bear a star; ? = inconclusive; nt = not tested or not shown; [ ] = dose if it differs, or a comment. Unless noted, calls come from the whole dose curve; as a rule, active = well fitted curve in the direction sought with a large enough effect; inconclusive = small, poorly fitted or top-dose-only effect, or another doubt; inactive = no such curve, though single readings can be large; an effect the other way counts as inactive or inconclusive.

SMILES	MBNL1-CUG inh	KCNH2 3.1 block	TRPV1 ag	KCNH2 WT inh	a7 integrin act	MLL CXXC-DNA inh	AT treatment	Coupling enz	ASM inhibitor	GALK inh
COC(C(=O)N/N=C(\C)c1ccc(C)cc1)c1ccccc1 (stereo not given)	-13.3%	-0.7	10.2	1.6	?	-5.9%	-13.7%	1.4	2.5%	-4.0%
CCOC(=O)c1cc(-c2ccccc2)sc1NC(=O)C(C)Sc1nnnn1C (stereo not given)	4.0%	-1.1	-0.5	-4.4	-38.6%	-3.6%	-2.0%	-4.9	-3.9%	7.3%
COc1ccc([N+](=O)[O-])c(OC)c1C(=O)NC(=O)Nc1c(F)c(F)c(F)c(F)c1F	?	21.4	-4.5	0.2	-16.7%	-7.1%	0.0%	0.1	2.3%	2.7%
CNC(=O)/C(C#N)=C/c1cn(CC(=O)OC)c2ccccc12	nt	6.7	nt	-4.1	-2.1%	3.0%	-5.3%	0.0	17.2%	-3.4%
O=C(COc1ccc2c(c1)CCC2)Nc1ccccn1	nt	-1.1	?	6.3	-4.9%	nt	19.2%	nt	0.9%	nt
Cc1ccc(N2CCN(/N=C/C=C/c3ccccc3)CC2)cc1	-11.7%	2.5	2.9	2.3	2.4%	2.3%	-1.7%	-1.8	-0.4%	1.3%
CCN(CC)C(=O)c1sc(NC(=O)c2ccc(Br)o2)c(C(=O)OC)c1C	-3.7%	14.8	20.3	-9.5	4.5%	-9.0%	5.8%	1.4	-0.5%	0.2%
CCOc1ccc(CN(C)C(=O)CCl)cc1	3.5%	3.6	-1.2	2.5	-56.8%[inhibitor]	1.1%	1.2%	0.7	1.1%	0.2%
Cc1noc(C)c1COc1cccc(C(=O)NC(C)(C)C)c1	-2.3%	-6.0	10.9	-1.2	20.4%	0.1%	3.4%	3.8	1.0%	1.7%
Cc1ccc(/C=C(\C#N)C(=O)NCC2CCCO2)o1 (stereo not given)	?	23.1	2.9	-3.2	?	11.8%	2.3%	2.2	-0.8%	0.9%
CCOC(=O)c1ccccc1NC(=O)COC(=O)c1ccc(C)c(S(=O)(=O)N2CCOCC2)c1	0.5%	8.8	5.1	0.9	5.0%	2.3%	4.1%	-4.5	-6.7%	5.6%
CN(CC(=O)Nc1ccc(Cl)c(C(F)(F)F)c1)C(=O)c1cc(=O)[nH]c2ccccc12	nt	-1.3	24.6	-3.1	1.1%	nt	1.1%	nt	nt	nt
O=C(CC1Sc2ccccc2NC1=O)Nc1ccccc1[N+](=O)[O-] (stereo not given)	18.9%	-5.9	2.0	3.1	2.8%	37.7%[activator]	10.7%	0.6	-1.3%	1.8%
C=C1CCC2[C@](C)(CO)[C@H](O)CC[C@@]2(C)[C@@H]1C/C=C1\C(=O)OC[C@H]1O (stereo not given in full)	nt	2.8	-8.0	-0.7	-48.5%[inhibitor]	nt	12.8%	nt	-1.6%	nt
CCOC(=O)C(NCCc1ccc(F)cc1)(NC(=O)CC)C(F)(F)F (stereo not given)	-8.0%	-17.8	0.3	7.0	-3.8%	-1.5%	-1.4%	1.5	4.5%	0.2%
CCCCC12CN3CCN(CC(C3)/C1=N\NC(=O)c1ccccc1N)C2	-5.3%	15.0	5.1	5.1	-8.0%	8.8%	-0.7%	-1.3	25.5%	0.6%
CCOC(=O)c1[nH]c2cc(OC)c(OC)cc2c1NC(=O)CCN1CCSCC1	6.4%	1.3	?	-3.4	-22.4%	-11.4%	9.0%	-2.9	0.5%	1.1%
CN(C)S(=O)(=O)c1ccc2c(c1)nc(CCC(=O)NCC1CCCCC1)n2C	-0.4%	-10.0	1.9	10.8	13.6%	-9.2%	-1.0%	0.0	2.8%	1.1%
COC(=O)C(=C/C=C/N1CCOCC1)C(=O)OC	-3.3%	nt	1.4	nt	nt	-4.5%	10.8%	1.1	nt	3.5%
CCOc1ccc(-c2n[nH]c(=S)n2Cc2ccccc2)cc1	69.2%[activator]	3.0	0.5	-6.9	0.0%	-2.3%	-10.1%	3.3	-14.5%	7.7%
CCC1(C)Cc2c(sc3c2c(=O)n(C)c2nnc(SCC(=O)c4ccccc4)n32)CO1 (stereo not given)	nt	2.6	nt	-0.8	0.5%	nt	nt	nt	-0.2%	nt
NC(=O)CC(NC(=S)NCc1ccccc1)C(=O)O (stereo not given)	-8.7%	-0.6	0.1	-2.0	-5.5%	13.6%	-0.6%	-0.1	3.8%	-0.9%
Oc1ccc(C[C@H]2CNCCN2CCCCC2CCCCC2)cc1	nt	2.6	2.2	3.4	-0.4%	nt	2.4%	nt	-6.7%	nt
Fc1ccc(-c2nnsc2Sc2ccccn2)cc1	nt	6.4	11.4	1.5	24.0%	6.0%	1.0%	1.0	5.2%	0.0%
COc1ccc(OC)c2c1sc(=NC(=O)C(C)(C)C)n2C	-4.0%	-2.0	10.2	-7.4	19.1%	-8.5%	4.7%	0.4	-0.4%	2.2%
O=C(NC(c1ccccc1)c1ccccc1)C1CCCC1	-8.0%	-1.6	13.0	-1.2	0.2%	2.7%	3.2%	-0.3	1.4%	nt
COc1ccc(C2N3CC4(C)CN2CC(C)(C3)C4O)cc1OC (stereo not given)	-14.9%	22.3	2.6	1.6	5.2%	0.8%	-1.9%	-0.7	-1.4%	-1.6%
O=C(CN1CCCCCC1)Nc1ccc(F)c(F)c1	-3.8%	4.2	0.6	0.0	-19.8%	0.0%	1.1%	-1.6	1.7%	0.1%
COCCNC(=O)C1c2ccccc2C(=O)N(CCOC)C1c1ccc(F)cc1 (stereo not given)	-9.4%	21.4	-2.3	8.0	-5.0%	-13.4%	6.8%	1.9	-0.4%	-1.4%
CC(Oc1ccccc1F)C(=O)NNC(=O)CCS(=O)(=O)c1ccccc1Cl (stereo not given)	nt	1.9	-2.7	7.8	-6.6%	nt	0.3%	nt	1.3%	nt
Cc1nccc(-c2cccc(NC(=O)Nc3ccc(Cl)cc3)c2)n1	nt	4.2	7.8	1.5	19.7%	-0.2%	2.4%	-0.2	-7.8%	-0.3%
Cn1c(C(=O)NCc2cccnc2)cc2sc(Cl)cc21	16.3%	12.1	15.9	-14.7	-3.3%	2.4%	-3.2%	-4.2	-2.6%	-0.1%
CC(=O)Nc1ccc(S(=O)(=O)N2CCC3(CC2)CC(=O)c2ccccc2O3)cc1	nt	-26.0	11.5	2.3	14.6%	nt	4.5%	nt	-0.7%	nt
C[C@H](CO)N1C[C@H](C)[C@@H](CN(C)C(=O)NC2CCCCC2)Oc2c(NS(=O)(=O)c3cccs3)cccc2C1=O	nt	6.6	nt	-2.6	-7.4%	nt	-6.0%	nt	1.9%	nt
CC(OC(=O)c1ccccc1C(=O)N(C)c1ccccc1)C(=O)Nc1ccccc1[N+](=O)[O-] (stereo not given)	nt	-20.6	1.9	2.9	-7.3%	nt	-0.7%	nt	-1.7%	nt
COc1ccccc1OCCNC(=O)C(CCSC)NC(=O)c1ccccc1Cl (stereo not given)	nt	8.8	-4.2	-6.0	-18.2%	nt	9.7%	nt	3.3%	nt
O=C(c1ccccc1)c1ccccc1C(=O)N1CCN(Cc2ccccc2F)CC1	nt	-4.3	5.6	-2.0	-5.5%	nt	3.5%	nt	2.4%	nt
Cn1c(Cc2ccccc2)nnc1SCC(=O)N1CCOCC1	-10.2%	-0.2	-1.3	5.9	-10.8%	16.4%	-11.4%	0.3	0.6%	0.0%
O=c1[nH]c2cc3c(cc2cc1CN(Cc1ccccc1)Cc1nnnn1Cc1ccco1)OCCO3	?	1.3	1.3	1.0	1.1%	10.0%	-0.5%	-8.7	24.9%	-0.1%
COc1cc2[nH]c(=O)n(Cc3ccc(C(=O)N4CCC(N5CCCCC5)CC4)cc3)c(=O)c2cc1OC	-9.2%	10.5	-3.8	-4.3	-0.8%	-9.5%	-6.9%	-1.7	1.2%	nt
Cc1cccc(NS(=O)(=O)c2cccc3nsnc23)c1	?	10.6	2.6	0.2	-0.7%	-3.9%	-3.6%	-6.4	-0.8%	-3.4%
O=C(CN1C(=O)c2ccccc2S1(=O)=O)NCc1ccccc1	6.3%	6.7	0.7	4.0	4.0%	-7.0%	4.1%	1.9	4.6%	3.1%
O=C(Nc1ccccc1O)c1ccc2c(c1)C(=O)N(Cc1ccco1)C2=O	12.9%	-5.9	2.1	-12.0	22.9%	6.8%	-2.7%	nt	-0.3%	-0.8%
